Assay outcomes deposited in PubChem by The Scripps Research Institute Molecular Screening Center.
MITF inh = MITF inhibitors, primary screen, biochemical, AlphaScreen, human | Microphthalmia-associated transcription factor (Homo sapiens), O75030 | AlphaScreen MITF homodimerization, bead proximity signal | inhibition, % at 2.6 µM | 650,000 compounds, 0.91% hits; in the data active = inhibition above about 50%;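 note: 0% = vehicle wells with protein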
Target sequence (O75030 whole entry, looked up): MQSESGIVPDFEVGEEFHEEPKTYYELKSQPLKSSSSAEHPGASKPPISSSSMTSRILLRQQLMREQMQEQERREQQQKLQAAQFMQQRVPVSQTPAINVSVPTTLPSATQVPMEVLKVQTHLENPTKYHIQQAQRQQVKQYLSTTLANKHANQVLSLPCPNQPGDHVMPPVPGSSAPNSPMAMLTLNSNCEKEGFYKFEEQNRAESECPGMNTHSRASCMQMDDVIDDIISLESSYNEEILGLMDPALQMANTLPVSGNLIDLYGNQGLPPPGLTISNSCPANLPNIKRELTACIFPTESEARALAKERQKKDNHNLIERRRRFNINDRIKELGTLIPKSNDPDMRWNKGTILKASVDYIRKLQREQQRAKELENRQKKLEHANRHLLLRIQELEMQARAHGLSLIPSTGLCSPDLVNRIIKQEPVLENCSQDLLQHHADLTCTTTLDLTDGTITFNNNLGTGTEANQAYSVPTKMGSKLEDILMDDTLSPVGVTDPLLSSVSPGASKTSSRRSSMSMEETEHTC
GPR151 ag = activators of human GPR151, primary screen, cell-based, PathHunter beta-arrestin, luminescence; G-protein coupled receptor 151 (Homo sapiens), Q8TDV0; PathHunter beta-arrestin GPR151 cells; activation, % at 11.2 µM; 650,000 compounds, 1% hits; AID 1508602, 2020; in the data active = activation above about 4.9%;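 note: 0% = median of compound wells and 100% = cells with positive control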
Target sequence (Q8TDV0 whole entry, looked up): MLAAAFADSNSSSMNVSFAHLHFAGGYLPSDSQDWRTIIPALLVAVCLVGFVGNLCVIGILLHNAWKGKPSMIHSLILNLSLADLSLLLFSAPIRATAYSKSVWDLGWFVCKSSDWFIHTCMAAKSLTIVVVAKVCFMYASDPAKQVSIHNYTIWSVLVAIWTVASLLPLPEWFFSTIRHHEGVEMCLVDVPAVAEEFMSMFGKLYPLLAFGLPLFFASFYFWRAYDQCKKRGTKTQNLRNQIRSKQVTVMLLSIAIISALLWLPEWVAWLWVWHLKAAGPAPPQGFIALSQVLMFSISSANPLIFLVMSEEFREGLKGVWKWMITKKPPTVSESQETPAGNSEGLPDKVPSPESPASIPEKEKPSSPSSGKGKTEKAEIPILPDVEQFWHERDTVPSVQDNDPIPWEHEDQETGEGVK
TEAD-YAP block = TEAD-YAP interaction inhibition, primary screen, TEAD-YAP interaction inhibitor project, luminescence, HEK-TIYL cells; TEAD-Gal4/YAP UAS-luciferase luminescence; inhibition, % at 9.12 µM; 640,000 compounds, 1.4% hits; AID 1259422, 2018; in the data active = inhibition above about 32%;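 note: 0% = median of test compound wells and 100% = reference inhibitor wells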
FBW7 activator = FBW7 E3 ligase activators, primary screen, biochemical, AlphaScreen, human; F-box/WD repeat-containing protein 7 (Homo sapiens), Q969H0; AlphaScreen FBW7–phospho-cyclin E peptide binding, activator screen; normalized activity (activation), % at 26.1 µM; 650,000 compounds, 0.13% hits; AID 1259310, 2017; in the data active = normalized activity above about 1.9%;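 note: purified mutant Fbw7 with reduced substrate affinity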
An asterisk follows results filed as active; . = no result given. Compounds were not picked by outcome; about 3.4% have a hit in one of these screens.

mol,MITF inh,GPR151 ag,TEAD-YAP block,FBW7 activator
CS(=O)(=O)N(CC(=O)Nc1ccc(Br)cc1F)c1ccc2c(c1)OCO2,12,2.8,-4,0.1
CC(=O)Oc1ccccc1C(=O)N1CC(C)OC(C)C1 (stereo unspecified),-4,0.5,-1,-0.2
COC(=O)c1cc(NS(=O)(=O)c2ccc([N+](=O)[O-])cc2)cc(C(=O)OC)c1,14,0.5,5,-0.1
CCC(=O)c1ccc(N2CCN(C(=O)c3cc(F)c(F)cc3Cl)CC2)c(F)c1,-4,3.1,-1,0.1
O=C(O)c1cccc(Nc2nc(-c3ccc(Cl)cc3)cs2)c1,2,-0.4,-95,0.1
COc1cc(O)c(C(C)=O)cc1OC,11,-1.2,7,0.2
Cc1cc(C)c2cc(C#N)c(NCCNC(=O)c3ccco3)nc2c1,17,1.7,4,0.0
Cc1cc(C(=O)NCc2cccnc2)c2c(C)nn(-c3ccccc3Cl)c2n1,-2,-0.9,-3,0.1
CCOC(=O)c1c(C)[nH]c(C(=O)OCC(=O)Nc2ccc(C(N)=O)cc2)c1C,-2,1.2,5,-0.1
O=C(C1CC(Cc2ccccc2)=NO1)N1CCCC(COc2ccccc2F)C1 (stereo unspecified),12,-0.2,-16,-0.1
O=[N+]([O-])c1cccc(/C=N/Nc2nnnn2-c2cccc3ccccc23)c1,-5,0.9,-7,-0.2
Cc1sc2nc(NC(=O)CCl)sc2c1C,-1,-0.4,-15,0.1
O=C1Nc2ccc([N+](=O)[O-])cc2C12NNc1ccccc1O2 (stereo unspecified),8,2.9,-6,0.1
O=C(CSc1nc(-c2ccccc2)c2ccccc2n1)NCC1CCCO1 (stereo unspecified),0,0.3,-2,-0.1
Cc1cc(-n2c(=S)sc3c(=O)[nH]c(SCc4cccnc4)nc32)ccc1Cl,-17,-0.4,3,0.0
Cc1cccc2cc(CN(CC3CCCO3)C(=O)c3cnccn3)c(=O)[nH]c12 (stereo unspecified),-2,-0.7,4,0.1
Cc1ccc(NC(=S)N2CCC(N(C)CCN3CCOCC3)CC2)cc1C,3,-0.1,-6,0.1
O=C(O)Cn1c(-c2ccccc2)cc2ccccc21,4,-0.7,-2,-0.2
C/C(=N\NC(=O)CNC(=O)c1ccncc1)c1ccccc1,6,1.2,3,0.0
O=c1cc(C(F)(F)C(F)F)[nH]n1-c1ccccc1,-4,-0.5,7,-0.1
CC(=O)CC(=O)NCc1ccc(F)cc1,20,-1.3,9,1.8
CCOC(=O)c1c(C)oc2c1cc(NS(=O)(=O)c1ccc(C)cc1)c1ccccc12,9,0.3,-5,0.1
CC1(C)CC(=O)C2=C(C1)OC(N)=C(C#N)C21CCCCC1,0,0.0,-6,-0.2
C/C(=N\NC(=O)C1CCN(S(=O)(=O)c2ccc(C)cc2)CC1)c1ccccc1O,-7,0.0,6,-0.1
CCSc1nsc(SCC)c1C(N)=O,4,1.4,10,0.0
C=CCNC(=O)/C(C#N)=C/c1c(Oc2ccc(C(C)(C)C)cc2)nc2ccccn2c1=O,9,-8.1,0,0.8
O=C(Nc1cccc(-c2nnc(-c3ccccc3)o2)c1)C(F)(F)F,-5,-2.3,-23,0.1
COc1cc(-c2cn(S(=O)(=O)c3ccc([N+](=O)[O-])cc3)nc2N)cc(OC)c1OC,-3,1.8,-8,-0.1
Cc1c2cnn(-c3ccccc3)c(=O)c2c(C)n1C(C)C(=O)Nc1cc(F)ccc1F (stereo unspecified),12,0.7,7,0.0
CCOc1ccc(Nc2cnnc(Nc3ccc(OCC)cc3)n2)cc1,7,-0.3,0,-0.1
COc1ccc(NC(=O)C2CC(=O)N(C)C(=Nc3ccc(Cl)c(Cl)c3)S2)cc1 (stereo unspecified),-5,1.8,-6,-0.1
O=C(CCCCC(=O)N/N=C/c1ccc(O)cc1O)N/N=C\c1ccc(O)cc1O,40,-0.3,-16,-1.2
COC(=O)c1c(-n2cnnn2)sc(C)c1C,11,-0.6,-9,0.0
CC(Cc1ccccc1)N1CCC2(CC1)C(=O)NC(=O)C2c1ccccc1 (stereo unspecified),-1,0.1,-8,-0.1
COCCN(CCOC)C(=O)Cn1c(=O)n(C)c2ncccc21,-9,0.3,1,-0.1
CC/C=C/C[C@H](O)/C=C/[C@@H]1[C@@H](C/C=C\CCCC(=O)O)[C@@H](O)C[C@H]1O,3,-0.2,.,.
O=[N+]([O-])c1cncc([N+](=O)[O-])c1Nc1ccccn1,-7,-0.3,10,0.0
CC(=O)c1ccc(-n2cnc3ccccc32)cc1,3,-0.7,-2,0.0
N#Cc1c(NC(=O)CN2CCOCC2)sc2c1CCCC2,8,0.3,7,-0.1
CCn1cc(CN2CCC3(CC2)CC3C(=O)N2CCc3ccccc3C2)c(C)n1 (stereo unspecified),-1,0.9,3,0.2
Cc1cc(=O)oc2cc(OCC(=O)N3CCCCCC3)ccc12,14,-1.4,-1,0.4
O=C(Oc1ccc(Cl)cc1)c1ccc2nc(-c3ccccc3)c(-c3ccccc3)nc2c1,16,-1.1,2,0.1
COC(=O)c1cc(S(=O)(=O)NCCC(C)C)c[nH]1,-3,-2.4,-2,-0.1
Cc1ccc(-n2cc(-c3ccccc3)c3c(NN4CCOCC4)ncnc32)cc1Cl,0,1.7,-2,-0.1
CN(Cc1ccccc1)C(=O)c1c[nH]c2ccc(S(=O)(=O)N(C)CCC#N)cc2c1=O,10,-0.9,-3,0.9
O=Cc1cc([N+](=O)[O-])ccc1N1CCOCC1,13,0.0,-13,0.3
COc1ccc(C(=O)N2CCN3C(=O)[C@@H]4CCCN4C(=O)[C@H]3C2)cc1,7,3.8,-6,-0.1
NC(=O)C1CCN(C(=O)CN(Cc2ccccc2)S(=O)(=O)c2ccccc2)CC1,4,0.7,6,0.0
CN(C)c1ccc(C(=O)N2N=C(c3ccc(F)cc3)CC2(O)C(F)(F)F)cc1 (stereo unspecified),4,0.1,-4,-0.1
COCCCNC(=O)c1c(NC(=O)Cc2coc3ccc(C)cc23)sc2c1CCCC2,9,1.7,48*,0.3
CCOC(=O)C1=C(C)N=c2s/c(=C\c3cc(I)c(O)c(OCC)c3)c(=O)n2C1c1ccc(OC)cc1 (stereo unspecified),7,2.5,2,-0.1
Cc1nc2c(c(=O)[nH]1)CN(Cc1cn[nH]c1-c1cccs1)CC2,-9,1.6,1,-0.3
O=C(NNC(=O)c1ccccc1-c1ccccc1C(=O)O)c1cccc([N+](=O)[O-])c1,6,-0.3,4,0.1
CC1CCCC(C)N1C(=O)COC(=O)c1cccs1 (stereo unspecified),4,1.1,3,0.1
COCCN1C(=O)c2ccccc2C(C(=O)NC(C)C)C1c1cn(C)c2ccccc12 (stereo unspecified),5,-0.1,9,0.2
CC1=C(C(=O)Nc2cc(Cl)ccc2C)C(c2ccc(O)cc2)NC(=S)N1 (stereo unspecified),0,0.4,-2,-0.1

More entries follow:
mol,MITF inh,GPR151 ag,TEAD-YAP block,FBW7 activator
COc1ccc(NC(=O)c2cnc(N3CCOCC3)nc2)cc1OC,-7,0.9,3,0.0
CC1(Cc2ccccc2C#N)C(=O)Nc2c(Cl)cccc21 (stereo unspecified),-7,-0.3,-5,-0.1
Cc1cccc(C)c1NC(=O)CN1C(=O)C(C)(C)Oc2ccc(C(=O)NC(C)(C)C)cc21,-6,1.9,-12,0.1
O=[N+]([O-])c1ccc(-c2csc(=Nc3ccccc3)n2CCO)cc1,19,2.1,3,-0.6
Cc1ccc(-c2nc3ccccc3c(C(=O)Nc3ccc(Cl)cc3)c2C)cc1,4,0.2,4,0.3
CC(NS(=O)(=O)c1cc(Cl)ccc1Cl)C(=O)NC1CCCC1 (stereo unspecified),9,1.5,6,0.2
c1ccc(N2CCN(c3nc(Nc4ccc(N5CCOCC5)cc4)c4ncn(C5CCCCC5)c4n3)CC2)nc1,52*,-0.7,25,-0.4
CC(C)C(=O)Nc1ncc2c(n1)CC(c1cccs1)CC2=O (stereo unspecified),7,-0.3,6,-0.1

Carrying on.
smiles	MITF inh	GPR151 ag	TEAD-YAP block	FBW7 activator
NC1=NC(=O)C(CC(=O)NC2CCCCC2)S1 (stereo unspecified)	3	-0.6	0	0.3
CCOc1cc(C2Nc3ccccc3-c3nnc(SCc4ccccc4F)nc3O2)ccc1OCC(=O)O (stereo unspecified)	-3	0.1	-2	-0.1
COc1ccc(/C=C/C(=O)N2CCCCC2)cc1	4	-2.3	-46	0.0
OCC#CCSc1cccc2cccnc12	-2	-0.2	3	-0.1
NC(=O)N1N=C2/C(=C/c3ccccc3)CCCC2C1c1ccccc1 (stereo unspecified)	-11	0.8	-7	0.0
Cc1noc(C)c1CC(=O)NCCN1Cc2ccccc2OC(c2ccsc2)C1 (stereo unspecified)	10	-0.5	6	0.0
COc1ccc2oc(=N)c(C(=O)Nc3ccc(C)cc3)cc2c1	0	-0.9	0	-0.1
O=C(NC1CCCCC1)c1nnc(Cc2cccc(Cl)c2)o1	-4	2.0	9	-0.1
CCCn1c(N)c(C(=S)NC(=O)c2ccccc2F)c(=O)n(CCC)c1=O	-9	1.6	3	0.0
CC(C)CCNC(=O)CSc1nc2ccccc2c2nc(-c3ccc([N+](=O)[O-])cc3)nn12	0	0.8	7	0.1
CC1=NN(C(=O)c2cc(Cl)ccc2O)C(O)(C(F)F)C1 (stereo unspecified)	28	0.2	-5	-0.1
Cc1cc(Cl)ccc1Nc1nc(NCCN2CCOCC2)nc2c1cnn2C	0	-0.7	-2	0.1
CCn1c(SCC(=O)NCc2ccco2)nnc1-c1ccc(C)cc1	17	0.0	1	-0.1
O=C(CCC(=O)Nc1cccc(Br)c1)N/N=C/c1ccccc1Cl	-4	-0.7	7	0.1
CCc1nc(SCC(N)=O)c2c3c(sc2n1)CC(C)CC3 (stereo unspecified)	-3	0.2	-36	-0.1
CCCCc1nc(S(=O)(=O)c2ccccc2)c(N2CCOCC2)o1	3	0.8	7	0.0
CN(C(=O)c1ccc(C(=O)N(C)c2ccc(O)cc2)cc1)c1ccc(O)cc1	9	0.6	-2	-0.1
O=C(NCc1ccccn1)c1cc(Sc2ccc(F)cc2)nc2ccccc12	15	-0.9	11	0.1
O=C(CC(NCc1ccco1)C(=O)O)c1ccc(Br)cc1 (stereo unspecified)	4	-0.2	6	0.1
OC(COCc1cccs1)CN1CCN(c2cccc(C(F)(F)F)c2)CC1 (stereo unspecified)	1	-0.2	2	-0.1
CCOC(=O)c1c(-c2ccccc2)oc2ccc(NS(=O)(=O)c3ccc4c5c(cccc35)C(=O)N4)cc12	10	0.7	-2	0.2
COc1ccc(NC2=NCC(=O)N2c2ccccc2F)cc1	-4	0.3	-5	-0.2
COc1cccc(NC(=O)c2ccc(NCc3ccccc3Cl)c([N+](=O)[O-])c2)c1	13	-0.3	52*	-0.1
CC(C)c1ccc(/C=C(\C#N)c2nc(-c3ccc(O)cc3)cs2)cc1	0	0.2	-11	-0.1
COc1ccc(C2/C(=C(/O)c3ccc(Br)cc3)C(=O)C(=O)N2CCCN(C)C)cc1 (stereo unspecified)	5	-0.4	-11	0.0
CSc1ccc(CNc2ncc(-c3cccc([N+](=O)[O-])c3)n2C)cc1	50	0.5	-2	0.3
O=C1S/C(=C/c2cccnc2)C(=O)N1c1ccccc1	17	0.6	-6	0.1
COc1cccc(C(=O)NCC2CCCN2S(=O)(=O)c2ccc(C)cc2)c1 (stereo unspecified)	-8	0.0	3	-0.2
COc1ccc(-c2nc3cnccn3c2NC2CCCCC2)c(OC)c1	-5	0.2	-2	0.1
CC/C(=N\NC(=O)COc1ccc([N+](=O)[O-])cc1Br)c1ccccc1	7	-0.8	4	0.0
Cc1nc(C)n(C(C)CC(=O)N2CCN(Cc3ccccc3F)C[C@@H]2C(C)C)n1 (stereo partly specified)	-21	0.7	-10	0.5
CCCN(CCC)CCNS(=O)(=O)c1ccc(OCC)c2ncccc12	7	0.7	2	0.0

Molecules from the list above containing two or more sulfur atoms (four):
smiles	MITF inh	GPR151 ag	TEAD-YAP block	FBW7 activator
Cc1sc2nc(NC(=O)CCl)sc2c1C	-1	-0.4	-15	0.1
Cc1cc(-n2c(=S)sc3c(=O)[nH]c(SCc4cccnc4)nc32)ccc1Cl	-17	-0.4	3	0.0
CCSc1nsc(SCC)c1C(N)=O	4	1.4	10	0.0
CCc1nc(SCC(N)=O)c2c3c(sc2n1)CC(C)CC3 (stereo unspecified)	-3	0.2	-36	-0.1
